TEAD-YAP block: TEAD-YAP interaction inhibition; HEK-TIYL cells, TEAD-Gal4/YAP UAS-luciferase luminescence; inhibition, % at 9.12 µM; 640,000 tested, 1.4% active; AID 1259422; in the data active means inhibition above about 32%;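 further: 0% = median of test compound wells and 100% = reference inhibitor wells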
MITF primary: inhibitors of human MITF. O75030. AlphaScreen MITF homodimerization, bead proximity signal. inhibition, % at 2.6 µM. 650,000 tested, 0.91% active. AID 1259374; in the data active means inhibition above about 50%;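 further: 0% = vehicle wells with protein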
Target sequence (O75030 whole entry, looked up): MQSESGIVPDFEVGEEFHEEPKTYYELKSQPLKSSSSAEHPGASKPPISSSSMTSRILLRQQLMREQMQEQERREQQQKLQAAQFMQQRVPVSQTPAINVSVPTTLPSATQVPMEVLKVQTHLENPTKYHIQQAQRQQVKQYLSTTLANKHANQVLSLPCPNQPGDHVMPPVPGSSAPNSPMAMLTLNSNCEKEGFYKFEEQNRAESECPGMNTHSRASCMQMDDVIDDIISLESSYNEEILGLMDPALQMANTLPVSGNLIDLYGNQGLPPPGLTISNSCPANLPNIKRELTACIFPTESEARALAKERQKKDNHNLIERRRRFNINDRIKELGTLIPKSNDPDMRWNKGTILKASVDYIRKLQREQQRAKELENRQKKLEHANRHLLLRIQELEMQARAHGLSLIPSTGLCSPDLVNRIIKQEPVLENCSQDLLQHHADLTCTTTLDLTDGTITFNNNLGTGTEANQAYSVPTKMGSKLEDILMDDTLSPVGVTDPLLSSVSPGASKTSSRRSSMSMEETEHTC
FBW7 activator: activators of human E3 ligase FBW7; AlphaScreen FBW7–phospho-cyclin E peptide binding, activator screen; normalized activity (activation), % at 26.1 µM; 650,000 tested, 0.13% active; in the data active means normalized activity above about 1.9%;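 further: purified mutant Fbw7 with reduced substrate affinity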
GPR151 ag: activators of human GPR151; PathHunter beta-arrestin GPR151 cells, luminescence; AID 1508602; 650,000 tested, 1% active; Q8TDV0; activation, % at 11.2 µM; in the data active means activation above about 4.9%;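 further: 0% = median of compound wells and 100% = cells with positive control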
Target sequence (Q8TDV0 whole entry, looked up): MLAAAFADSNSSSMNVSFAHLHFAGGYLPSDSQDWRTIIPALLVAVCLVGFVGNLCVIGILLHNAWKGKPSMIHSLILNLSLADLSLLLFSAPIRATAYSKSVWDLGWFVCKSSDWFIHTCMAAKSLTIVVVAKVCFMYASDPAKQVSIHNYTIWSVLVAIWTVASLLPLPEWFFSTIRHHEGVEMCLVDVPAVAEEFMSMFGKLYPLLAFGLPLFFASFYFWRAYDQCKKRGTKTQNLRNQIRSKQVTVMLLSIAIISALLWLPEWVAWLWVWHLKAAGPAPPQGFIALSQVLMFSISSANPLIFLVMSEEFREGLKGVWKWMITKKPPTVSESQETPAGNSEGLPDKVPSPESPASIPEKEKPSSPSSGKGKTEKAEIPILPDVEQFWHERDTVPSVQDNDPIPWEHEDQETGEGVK
* = called active by the depositor; & = joins results of further samples.

SMILES	TEAD-YAP block	MITF primary	FBW7 activator	GPR151 ag
O=C(CCSCCC(=O)NCCc1ccccc1)NCCc1ccccc1	3	5	-0.2	-0.1
O=C(Cn1nc2c3ccccc3nc(C3CC3)n2c1=O)Nc1ccccn1	-2	-1	0.1	-0.2
COc1cccc(-n2c(C)c(C)n3c4c(=O)n(CC(N)=O)c(=O)n(C)c4nc23)c1	10	8	0.4	-1.6
COC(=O)C1=CN(Cc2ccc(OC)cc2)C=C(C(=O)OC)C1c1ccc(C(C)C)cc1	2	-15	0.9	-0.4
CC(C)(C)c1nnc(NC(=O)c2cccc(F)c2)s1	-59	-3	0.0	-3.1
COc1cccc(/C=C/c2[nH]c(=O)[nH]c(=O)c2[N+](=O)[O-])c1	-3&0	-2&2	-0.3&-0.2	0.3&0.2
CCN(CC)C(=O)Cn1nc2c3c(C)c(C)sc3nc(C)n2c1=O	1	12	0.1	-0.4
COc1ccc(C(=O)N/C(=C\c2cccc([N+](=O)[O-])c2)C(=O)Nc2ccc(C)c(Cl)c2)c(Cl)c1	-4	-6	0.0	-0.7
CC1=CC(C)(C)N(C(=O)CNC2CCCC2)c2cc(C)ccc21	0	36	-0.2	-0.1
COc1cccc(C2=N/C(=C\c3ccc(OC)cc3OC)C(=O)O2)c1	2	2	-0.1	-0.1
Cn1c(=O)n(CC(=O)Nc2ccccn2)c(=O)c2ccccc21	7	3	0.0	1.2
COc1ccccc1CN1C[C@@H]2C[C@@H](c3ccc(Cl)cc3)N3CCC[C@@]23C1=O	-3	-3	0.0	1.6
O=C(Nc1ccccc1)c1ccccc1NC(=O)C1CC1	3	-12	0.0	2.3
CCn1c2c(c(=O)[nH]c1=O)C(c1cccs1)C1=C(CC(C)(C)CC1=O)N2 (stereo not given)	7	7	0.0	4.5
O=C1Nc2ccc(F)cc2C12Nc1ccccc1-c1nnc(SCc3ccccc3F)nc1O2 (stereo not given)	-5	15	0.0	-0.3
O=C(O)c1ccc(CN(c2ccccn2)S(=O)(=O)c2ccccc2)cc1	1	-15	0.0	-0.9
Cc1ccc(S(=O)(=O)N2CCC(C(=O)O)CC2)cc1C	-1	-2	0.0	2.8
CC(=O)c1ccc(N=Nc2c(C)[nH][nH]c2=O)cc1	-21	0	-0.1	-5.6
CCC(C)NC(=O)[C@H](Cc1ccccc1)N1Cc2ccccc2C1=O (stereo not given in full)	3	12	-0.1	1.6
COc1ccccc1NC(=O)c1cc(-c2ccccc2)nc2ccccc12	-5	-3	0.0	1.0
CCCCN(C)S(=O)(=O)c1ccc2c(c1)oc(=O)n2CC(=O)OCC	-8	1	0.0	0.8
CCOC(=O)C1=C(O)/C(=C/c2cc(OC)c(OC)c(OC)c2)SC1=Nc1ccc([N+](=O)[O-])cc1	3	-1	0.1	-1.0
CCCCCCOc1ccc(C(=O)Oc2ccc(-c3cccc(-c4ccc(OC(=O)c5ccc(OCCCCCC)cc5)cc4)n3)cc2)cc1	-5	5	0.0	-1.2
Cc1ccc(F)c(CN[C@H]2C[C@H]3C(=O)N[C@@H](CO)C(=O)N3C2)c1	-1	-7	-0.2	-0.4
O=C(CN1CCN(S(=O)(=O)c2cc(Cl)ccc2Cl)CC1)Nc1ccc2c(c1)OCCO2	16	-10	-0.1	0.5
SMILES	TEAD-YAP block	MITF primary	FBW7 activator	GPR151 ag
COc1ccccc1C(=O)NCc1nnc(SCC(=O)Nc2nccs2)n1-c1cc(C)ccc1C	-2	-2	0.0	1.0
Cc1cccc(/C(N)=N/OC(=O)c2ccc(F)cc2)c1	-34	17	0.2	0.4
CCC(CO)NCC(=O)Nc1ccc(Cl)cc1C(F)(F)F (stereo not given)	0	36	-0.1	0.5
Cc1cc(C(F)(F)F)nc(SCC(=O)Nc2ccccc2)n1	11	13	0.3	-0.1
Cc1ccnc(NCc2ccc(Br)cc2)c1	-24	-11	-0.4	0.7
COc1ccccc1-n1c(C)cc(C(C[N+](=O)[O-])c2ccc(C)cc2)c1C (stereo not given)	-9	-14	-0.2	1.0
CCNC(=O)/C(=C\c1ccco1)NC(=O)c1ccc(C)cc1	5	14	-0.2	2.4
CCN(CC)CCNC(=O)CNC(=O)C1c2ccccc2C(=O)N(C2CCCCC2)C1c1ccc(OC)cc1 (stereo not given)	0	-4	-0.1	0.0
CCO/C=C(/C(=O)Nc1ccc(C)cc1)C(=O)OCC	-1	3	0.1	-0.6
CN(C)CC(C)(O)c1ccc2c(c1)CN(Cc1cccc(F)c1)CCO2 (stereo not given)	-1	-2	0.0	1.6
CCCCOCCCNC(=O)c1cc(=O)c2ccccc2o1	1	-7	0.1	0.9
COC(=O)C1C(=O)CC(C)(O)C(C(=O)OC)C1c1ccc2c(c1)OCO2 (stereo not given)	-7	-5	0.2	0.4
COc1cc(/C=C(/NC(C)=O)C(=O)Nc2ccc(Cl)cc2)ccc1OC(C)=O	12	23	0.0	0.2
Cc1ccc(OCC(=O)NC(=S)Nc2cccc(C)n2)cc1	-1	12	0.1	1.8
COc1ccccc1OCC(=O)NC(CC(=O)O)c1ccc(Cl)cc1 (stereo not given)	6	19	0.2	1.1
O=C(Nc1ccc([N+](=O)[O-])cc1Cl)c1cc(Br)ccc1O	-70	5	-0.2	0.9
CCCNC(=O)N1CCC2(CC1)OCc1cc(SC)cc(C)c1O2	-2	3	-0.1	3.4
CC(=O)NC(Cc1ccccc1F)C(=O)NC1CCN(c2ncccc2[N+](=O)[O-])CC1 (stereo not given)	-4	-11	-0.1	0.5
CN1CCN(c2ccc(-c3nc4ccc(C(=O)NCc5cccc(C(F)(F)F)c5)cc4s3)cc2)CC1	16	-4	0.2	5.8*
Nc1nnc(SCC(=O)NC(=O)C2COc3ccccc3O2)s1 (stereo not given)	-2	-4	-0.1	0.7
CC(C)C(=O)NC(=S)NCC(=O)c1ccccc1	-29	-9	0.0	-0.3
Cc1cc(C(=O)Nc2ccc3oc(-c4cc(Cl)ccc4Cl)nc3c2)ccc1[N+](=O)[O-]	-6	9	0.4	-0.4
c1ccc(CNc2c3c(nc4nncn24)CCC3)cc1	-16	-17	0.0	-1.8
NC(=O)c1oc2ccccc2c1NC(=O)c1cccc(F)c1	14	3	-0.1	-0.1
COc1ccc(COC(=O)C2=C(C)NC3=C(C(=O)CCC3)C2c2ccc(Cl)cc2)cc1 (stereo not given)	-5	4	0.2	-0.3
SMILES	TEAD-YAP block	MITF primary	FBW7 activator	GPR151 ag
Fc1ccccc1Nc1nc(-c2ccccc2F)nc2ccccc12	20	-2	0.1	-1.4
Cc1c(C(=O)N2CCN(CCO)CC2)sc2ncnc(NCc3ccco3)c12	1	9	0.3	0.5
CN(Cc1ccccc1)C(=O)c1cn2ccsc2n1	0	1	0.1	1.3
Cc1ccc(NC(=O)c2cc3c(=O)n4ccccc4nc3n2C)cc1C	2	4	0.9	0.8
O=C1COc2cc(S(=O)(=O)Nc3ccc(C(F)(F)F)cc3)ccc2N1	6	10	0.3	-0.8
COc1ccc([C@@H]2C[C@H](C(=O)N3CCc4ccccc4C3)N(C)S(=O)(=O)N2)cc1OC	4	10	-0.1	0.2
CC(=O)Nc1ccc(S(=O)(=O)Nc2ccc(C(=O)c3ccccc3)cc2)cc1	0	0	0.1	2.2
CC(=O)N(C1=C(Cl)C(=O)c2ccccc2C1=O)c1cccc(F)c1	3	14	-0.4	0.7
NS(=O)(=O)c1ccc(CCNC(=O)CSc2nc3ccccc3c(=O)n2CCN2CCOCC2)cc1	15	-1	0.1	1.5
Cc1cc(C)nc(NCC(O)CNc2ccccc2Cl)n1 (stereo not given)	-1	0	-0.2	3.6
COC(=O)C1C(=O)CC(C)(O)C(C(=O)OC)C1c1ccc(Cl)cc1 (stereo not given)	5	-7	0.0	-0.8
CC(=O)Nc1nnc(SCC(=O)NCc2ccco2)s1	10	0	0.0	1.2
COc1ccccc1N1CCN(S(=O)(=O)c2ccc(C)cc2)CC1	-2	17	0.5	-0.2
CC(C)(C)OC(=O)NNc1ccc(C(F)(F)F)cc1[N+](=O)[O-]	1	9	-0.1	-0.1
Oc1ccccc1/C=N\Nc1ncc(F)c(N2CCOCC2)n1	-27	88*	-0.6	0.1
O=C(CSc1nnc(-c2cccc(Cl)c2)o1)Nc1ccccc1	-40	82*	0.2	-2.0
Cn1cc(CNC(=O)NC2CCCCC2)cn1	4	1	0.1	-0.3
NS(=O)(=O)c1ccc2c(c1)C1C=CCC1C(c1ccccc1[N+](=O)[O-])N2 (stereo not given)	15	16	0.2	2.2
CN(c1ccc(Br)cc1)S(=O)(=O)c1ccc2[nH]cc(C(=O)NCCCN3CCOCC3)c(=O)c2c1	1	2	0.3	1.4
CCN(CC)CCNc1nc(-c2ccccc2F)nc2ccccc12	4	0	0.1	-2.0
O=C(Cc1ccc(S(=O)(=O)N2CCCCC2)s1)OCC(=O)c1ccccc1	13	-1	0.1	1.5
O=C(NNS(=O)(=O)c1ccc2ccccc2c1)c1ccc(Br)cc1	-6	4	0.0	0.9
O=C(c1cc2n(n1)C(C(F)(F)F)CC(c1ccc(Cl)cc1)N2)N1CCOCC1 (stereo not given)	-2	3	0.0	0.3
CCn1c(C)cc(O)c(C(c2ccc3c(c2)OCO3)c2c(O)cc(C)n(CC)c2=O)c1=O	4	-5	-0.4	-0.7
Cc1ccc(N2C(N)=C(C#N)C(c3cccnc3)C3=C2CCCC3=O)cc1 (stereo not given)	-1	5	-0.3	1.2
SMILES	TEAD-YAP block	MITF primary	FBW7 activator	GPR151 ag
Cc1cc(C(=O)C(F)(F)F)c(C)n1-c1cnccn1	-6	-1	-0.1	0.3
CC(C)(C)n1nc2c(c1NC(=O)COc1ccccc1F)CS(=O)(=O)C2	4	-7	0.1	0.2
CCSc1ccc2nnc(-c3ccc(C)cc3)n2n1	-19	27	0.2	-1.9
COc1ccc2c(c1)OC(C)CN(CCC(=O)NCC1COc3ccccc3O1)C2 (stereo not given)	-5	-22	-0.1	0.4
Cc1ccc(N2C(=O)C3C(C2=O)C2(CO)C=CC3(C)O2)cc1Br (stereo not given)	9	-7	0.1	0.7
CCOc1ccc(C(CC(=O)O)NC(=O)c2c(-c3ccccc3)noc2C)cc1 (stereo not given)	-1	-12	0.0	1.4
O=C1NC(=NC(CO)C(=O)O)S/C1=C\c1ccco1 (stereo not given)	3	40	-0.2	-1.7
COc1cc(/C=C2/N=C(c3ccc(-c4ccccc4)cc3)OC2=O)ccc1OC(C)=O	-2	0	0.0	0.1
CC(C)(C)n1nc2c(c1NC(=O)c1ccc(Br)o1)CS(=O)C2 (stereo not given)	8	3	-0.1	0.6
Cc1ccc(C(=O)OCC2OC(O)C(O)C2OC(=O)c2ccc(C)cc2)cc1 (stereo not given)	-5	-3	0.0	2.3
Oc1ccc(-c2ccc(OCCN3CCOCC3)nc2)cc1	13	-9	-0.2	-0.7
COc1ccc(NC(=O)COc2ccc(-c3ccccc3)cc2)c([N+](=O)[O-])c1	5	9	0.0	-0.5
Cc1ccc(-c2nc3ccccc3o2)cc1NC(=O)c1ccc(F)cc1	6	0	0.1	0.1
COc1cccc(OC)c1C(=O)Nc1ccc(I)cc1Cl	-6	-25	-0.1	-0.7
Cc1cc2c(cc1S(=O)(=O)CCC(=O)N1CCN(c3ccccc3)CC1)OCC(=O)N2	-11	7	-0.1	-0.1
CC(C)(C)c1nnc2sc(=S)[nH]n2c1=O	4	-5	-0.2	0.5
O=C(CN1C(=O)CC(c2ccccc2)Sc2ccccc21)NCc1ccco1 (stereo not given)	10	20	0.5	-0.8
Cc1ccc(/C(O)=C2/C(=O)C(=O)N(CCN3CCOCC3)C2c2ccncc2)cc1 (stereo not given)	-4	-1	0.0	-0.1
COc1cccc(OC)c1C(=O)NCCNc1ncnc2sc3c(c12)CCCC3	0	-2	-0.1	2.0
Cc1ccc(CSc2nc3cc(C(=O)N4CCC(C(N)=O)CC4)ccc3c(=O)n2-c2ccccc2)cc1	16	5	0.1	-1.0
COc1cc(C(=O)n2nc(C)c(Sc3ccc(Br)cc3)c2C)cc(OC)c1OC	-1	22	0.2	-0.3
COc1ccccc1C1(CNC(=O)COc2ccccc2F)CCOCC1	-5	-19	0.0	1.2
CCOC(=O)c1ccc(NC(=O)CSc2nc3c(c(=O)n2CC)SC(C)C3)cc1 (stereo not given)	20	2	-0.1	5.1*

Nothing new here: an excerpt of the list.
SMILES	TEAD-YAP block	MITF primary	FBW7 activator	GPR151 ag
O=C(CCSCCC(=O)NCCc1ccccc1)NCCc1ccccc1	3	5	-0.2	-0.1
O=C(Cn1nc2c3ccccc3nc(C3CC3)n2c1=O)Nc1ccccn1	-2	-1	0.1	-0.2
COc1cccc(-n2c(C)c(C)n3c4c(=O)n(CC(N)=O)c(=O)n(C)c4nc23)c1	10	8	0.4	-1.6
COC(=O)C1=CN(Cc2ccc(OC)cc2)C=C(C(=O)OC)C1c1ccc(C(C)C)cc1	2	-15	0.9	-0.4
CC(C)(C)c1nnc(NC(=O)c2cccc(F)c2)s1	-59	-3	0.0	-3.1
COc1cccc(/C=C/c2[nH]c(=O)[nH]c(=O)c2[N+](=O)[O-])c1	-3&0	-2&2	-0.3&-0.2	0.3&0.2
CCN(CC)C(=O)Cn1nc2c3c(C)c(C)sc3nc(C)n2c1=O	1	12	0.1	-0.4
COc1ccc(C(=O)N/C(=C\c2cccc([N+](=O)[O-])c2)C(=O)Nc2ccc(C)c(Cl)c2)c(Cl)c1	-4	-6	0.0	-0.7
CC1=CC(C)(C)N(C(=O)CNC2CCCC2)c2cc(C)ccc21	0	36	-0.2	-0.1
COc1cccc(C2=N/C(=C\c3ccc(OC)cc3OC)C(=O)O2)c1	2	2	-0.1	-0.1
Cn1c(=O)n(CC(=O)Nc2ccccn2)c(=O)c2ccccc21	7	3	0.0	1.2
COc1ccccc1CN1C[C@@H]2C[C@@H](c3ccc(Cl)cc3)N3CCC[C@@]23C1=O	-3	-3	0.0	1.6
O=C(Nc1ccccc1)c1ccccc1NC(=O)C1CC1	3	-12	0.0	2.3

From PubChem BioAssay
